Screening data (PubChem)
E-sel inducer: E-selectin induction in HUVECs, primary screen, imaging, HUVEC, immunofluorescence imaging, single point. activation, % at 7.58 µM. AID 686992, 2013. 260,000 compounds, 0.37% hits. normalized: neutral wells 0, TNF-alpha wells 100. P16581;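 active = mean E-selectin-positive cell signal at least 10% of the positive control, reached in at least 60% of replicates, without over 20% cell loss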;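 note: in these data hits start at about 27%; measured in HUVEC primary endothelial cells; signal is the percent of cells scored E-selectin positive by PE staining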
Target sequence (P16581 whole entry, looked up): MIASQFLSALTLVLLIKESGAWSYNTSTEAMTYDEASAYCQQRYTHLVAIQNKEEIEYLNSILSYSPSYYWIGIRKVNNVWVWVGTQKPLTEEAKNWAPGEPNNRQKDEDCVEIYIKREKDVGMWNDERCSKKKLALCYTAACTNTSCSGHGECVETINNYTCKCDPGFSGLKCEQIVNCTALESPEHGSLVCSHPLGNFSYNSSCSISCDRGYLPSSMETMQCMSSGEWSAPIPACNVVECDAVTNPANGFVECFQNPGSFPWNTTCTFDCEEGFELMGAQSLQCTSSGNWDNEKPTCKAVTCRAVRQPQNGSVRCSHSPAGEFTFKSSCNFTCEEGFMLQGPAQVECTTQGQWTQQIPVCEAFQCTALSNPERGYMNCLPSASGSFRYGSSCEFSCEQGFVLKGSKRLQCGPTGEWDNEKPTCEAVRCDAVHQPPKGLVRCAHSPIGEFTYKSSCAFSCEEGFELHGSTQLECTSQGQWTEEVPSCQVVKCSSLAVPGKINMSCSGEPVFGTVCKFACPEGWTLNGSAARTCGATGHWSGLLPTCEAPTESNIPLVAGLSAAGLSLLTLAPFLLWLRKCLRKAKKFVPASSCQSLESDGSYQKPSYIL
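System: HUVEC / Compound: single concentration / Signal: immunofluorescence imaging / Read-out: percent E-selectin-positive cells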
Numbers without * were called inactive. Not all compounds are listed; the hit share may differ from the screen's.

SMILES	E-sel inducer
COc1ccc(-c2nc3ccc([N+](=O)[O-])cc3o2)cc1	0.1
COC(=O)c1ccc(N2CCN(S(=O)(=O)c3ccccc3)CC2)c([N+](=O)[O-])c1	0.6
COc1ccc(NC(=O)c2ccccc2NS(=O)(=O)c2ccc(C)cc2)c([N+](=O)[O-])c1	5.0
CC(/C=C/c1ccc2c(c1)OCO2)=N/NC(=O)COc1ccc(C)cc1	-0.2
COc1cc(/C=C/C(=O)Nc2nnc(C(C)(C)C)s2)cc(OC)c1OC	6.9
COc1ccc([N+](=O)[O-])cc1NC(=O)Cc1ccccc1Cl	-0.1
O=C(O)CCC(=O)NNC(=O)c1cccc(Cl)c1	-1.8
CCCC(NC(=O)c1ccco1)c1nc2ccccc2[nH]1 (stereo unspecified)	-0.2
Cc1ccc(NC(=O)c2ccc(N3CCOCC3)c([N+](=O)[O-])c2)cc1S(=O)(=O)N1CCOCC1	-0.1
COc1ccc(/C=c2\s/c(=C/C(=O)c3ccc(C)cc3)[nH]c2=O)cc1OC	1.4
O=C(COc1ccc(Br)cc1)Nc1cc(S(=O)(=O)N2CCCCC2)ccc1N1CCCCC1	9.0
CC(C)NC(=O)Nc1ccc2c(c1)C(=O)N([C@@H](C)CO)C[C@H](C)[C@H](CN(C)S(=O)(=O)c1cccs1)O2	0.2
C[C@H](CO)N1C[C@H](C)[C@@H](CN(C)C(=O)Nc2ccc(C(F)(F)F)cc2)Oc2c(NC(=O)Nc3cccc4ccccc34)cccc2C1=O	0.1
CN(C)S(=O)(=O)c1cccc(NC(=O)Cc2ccc(Cl)cc2)c1	-0.1
OCCNCc1cc(Br)ccc1OCc1ccccc1Cl	0.7
COc1ccc(S(=O)(=O)Nc2cccc3c2O[C@@H](CN(C)Cc2ccc(C(=O)O)cc2)[C@H](C)CN([C@@H](C)CO)C3=O)cc1	-13
CC(C)(C)C(=O)Nc1ccc(C(=O)N/N=C/c2ccccc2OC(=O)c2ccc(Cl)cc2)cc1	1.4
CC1CCN(c2ccc(C(=O)NCc3ccc4c(c3)OCO4)cc2[N+](=O)[O-])CC1	-0.1
CC(C)NC(=O)N(C)C[C@@H]1OCCCC[C@@H](C)Oc2ccc(N(C)C)cc2C(=O)N([C@H](C)CO)C[C@H]1C	-0.1
COCc1cc(/C=N\NC(=O)c2ccc(Cl)cc2)ccc1OC	0.1
CCCc1cc2c(cc1NS(=O)(=O)c1ccc(CCNC(C)=O)cc1)OCO2	-1.9
Cc1cc(C)c2c3c(sc2n1)C(=O)N(Cc1ccccc1)CC(=O)N3	-1.3
O=C(CSc1nc2ccc(Cl)cc2[nH]1)Nc1ccc2c(c1)CCC2	0.0
CC(C)CCn1c(=O)c(C(=O)N/N=C/c2cccc(F)c2)c(O)c2ccccc21	0.1
O=C(N/N=C/c1cn[nH]c1-c1ccc(F)cc1)c1ccncc1	-1.4
CCSc1ccc(-c2nn(-c3ccccc3)cc2/C=C(/C#N)C(=O)NCCCOC)cc1	-1.0
CC(C)C(NC(=O)c1ccc(C(C)(C)C)cc1)C(=O)NC1=NCCS1 (stereo unspecified)	-0.8
O/N=C/c1ccc(OCc2ccccc2F)c(Cl)c1	-0.2
CC(=O)c1ccc(NC(=O)c2ccc3c(Cl)c4c(nc3c2)CCCC4)cc1	4.2
CCCCCC(=O)NNC(=O)Nc1ccccc1	-0.1
O=c1c(-c2nc3ccccc3s2)cccn1Cc1ccc(Cl)c(Cl)c1	-1.0
Cc1ccc(NC(=S)N2CCN(C(=O)C3CCCO3)CC2)cc1 (stereo unspecified)	0.0
CC(C)=N/N=C(\c1cccc([N+](=O)[O-])c1)C12CN3CN(CN(C3)C1)C2	0.0
OCCCNc1nc(-c2ccc(Cl)cc2)nnc1-c1ccc(Br)cc1	1.9
O=C(COC(=O)COc1ccccc1[N+](=O)[O-])Nc1ccccc1Br	0.1
c1ccc(NCc2nc3ccccc3n2CCOc2ccccc2)cc1	0.0
Cc1ccc(Oc2cc(NC(=O)CCCn3nc([N+](=O)[O-])c(Cl)c3C)cc([N+](=O)[O-])c2)cc1	-0.3
COc1ccccc1NC(=S)NCc1cccs1	-0.4
Nc1c(C(=O)N/N=C/c2cccnc2)cnn1-c1ccccc1	-0.5
Cc1ccc(S(=O)(=O)c2ccc(Cl)cc2)cc1S(=O)(=O)NC(C(=O)O)C(C)C (stereo unspecified)	0.0
Cc1cccc(NC(=S)NCC(c2cccnc2)N(C)C)c1 (stereo unspecified)	1.3
COc1ccccc1C(=O)N/N=C(\C)c1ccc(NC(=O)C2CC2)cc1	2.3
CCn1cc(C(=O)Nc2sc(C)c(C)c2C(=O)OC)cn1	1.3
CCc1cccc(CC)c1NC(=O)Cn1c(-c2ccccc2Cl)nc2ccccc21	-0.6
CCCCC(=O)Nc1ccc(NC(=O)c2ccccc2[N+](=O)[O-])cc1OC	-0.3
CC(C)(C)N=C1C([N+](=O)[O-])=CC=C2C1=NC1(CCCCC1)N2O	-0.1
O=C(COC(=O)/C=C/c1nc2ccccc2s1)Nc1cccc2ccccc12	-0.1
COc1ccc(S(=O)(=O)N(C)C[C@H]2Oc3ccc(NS(=O)(=O)c4cn(C)cn4)cc3C(=O)N([C@@H](C)CO)C[C@@H]2C)cc1	0.3
CCCN(CCC)C(=O)C[n+]1cccc(/C=N/O)c1	20
Cc1cc(NC(=O)c2cccc(C(=O)Nc3cc(C)on3)n2)no1	-0.9
O=C(CSc1nnc(-c2ccccc2)n1-c1ccccc1)c1ccc[nH]1	13
Nc1nc(CN2CCN(Cc3ccccc3)CC2)nc(Nc2ccc3c(c2)OCCO3)n1	-0.8
COCCCNC(=O)CS(=O)Cc1nc(-c2cccc(OC)c2)oc1C (stereo unspecified)	-2.3
CC(=O)c1ccc(OCCCC(=O)Nc2cc(S(=O)(=O)N(C)C)ccc2C)cc1	-0.4
C[C@@H]1CN([C@H](C)CO)C(=O)c2cc(NC(=O)Nc3ccccc3)ccc2O[C@@H]1CN(C)Cc1ccc(Cl)c(Cl)c1	1.5
COc1ccc(/C=C(/NC(=O)/C=C/c2ccccc2)C(=O)N2CCOCC2)cc1	-0.3
Cc1ccccc1CCN(C(=O)Cn1nnc2ccccc21)C(C(=O)NCC1CCCO1)c1nc2ccccc2n1C (stereo unspecified)	-0.2
CCOC(=O)N/N=C/C=C/c1ccccc1	-0.4
Cc1cc(S(=O)(=O)NCc2cccs2)ccc1-n1cnnn1	-0.4
Cc1cccc(N(CC(=O)O)CC(=O)O)c1	-0.5
Next section.
SMILES	E-sel inducer
COc1ccc(S(=O)(=O)Nc2ccc3c(c2)C(=O)N([C@H](C)CO)C[C@@H](C)[C@H](CN(C)C(=O)NC(C)C)O3)cc1	12
COc1ccc2nc(Nc3nc4cc5c(cc4s3)OCO5)sc2c1	0.3
Cc1ccc(C2SCC(C(=O)O)N2C(=O)c2ccc(F)cc2)cc1 (stereo unspecified)	-0.9
O=C(C1CCCO1)N1CCN(C(=S)Nc2ccccc2F)CC1 (stereo unspecified)	0.8
CC1CCCC(NC(=O)Cc2ccc(Br)cc2)C1C (stereo unspecified)	0.4
C[C@@H]1CN([C@H](C)CO)C(=O)c2cccc(NC(=O)c3cnccn3)c2O[C@H]1CN(C)S(=O)(=O)c1ccc(Cl)cc1	-0.1
O=C(NC(=S)Nc1cccnc1)c1cc2ccccc2o1	0.0
O=C(Nc1ccc(F)cc1)N1CC(=O)N2[C@H](C1)[C@H](c1ccc(C#Cc3ccccc3)cc1)[C@@H]2CO	-0.1
CCn1ncc(CNC(=O)C2(C)CC2(Br)Br)c1C (stereo unspecified)	-0.1
Cc1cc(C)c(C)c(S(=O)(=O)N2CCC(C(=O)Nc3ccccc3N3CCOCC3)CC2)c1C	-0.5
C[N+](C)(C)c1ccc(/C=N/Nc2nc(Cl)c(C#N)c(Cl)c2Cl)cc1	0.5
COC(=O)c1cccc(NC(=O)c2cccs2)c1C	-0.2
Cc1oc2c(C)c(O)ccc2c(=O)c1N1C(=O)c2ccccc2C1=O	0.2
CC(NC(=S)Nc1ccc(S(N)(=O)=O)cc1)c1ccc2c(c1)OCO2 (stereo unspecified)	-0.2
CCOC(=O)c1c(C)[nH]c(C(=O)COC(=O)/C=C/c2ccc3c(c2)OCO3)c1C	24
C[C@@H]1CCCCO[C@H](CN(C)S(=O)(=O)c2ccc(F)cc2)[C@H](C)CN([C@H](C)CO)C(=O)c2cc(NS(C)(=O)=O)ccc2O1	-0.5
O=C(CN1CCSC1=NCc1ccccc1)c1ccc(Cl)c(Cl)c1	1.4
Fc1ccc(CSc2ncnc3c2oc2ccccc23)cc1	0.4
C[C@H]1CN([C@@H](C)CO)C(=O)c2cccc(NC(=O)Nc3ccccc3)c2O[C@H]1CN(C)S(=O)(=O)c1cccs1	0.1
CCN(CC)CCCNC(=O)C(C)n1nc(C)c2sc3ccccc3c2c1=O (stereo unspecified)	0.5
COc1ccc(NC(=O)N(C)C[C@H]2OCCCC[C@H](C)Oc3ccc(NC(=O)C4CCCCC4)cc3C(=O)N([C@H](C)CO)C[C@H]2C)cc1	-0.2
O=C(Nc1ccc(OC(F)F)c(Cl)c1)[C@@H]1CCCN1C(=O)c1cccs1	0.0
Cc1ccc(C)c(NC(=O)C(Sc2nc3ccccc3c(=O)n2CC(C)C)c2ccccc2)c1 (stereo unspecified)	0.7
N/C(=N\OC(=O)c1cccc(Cl)c1)c1ccccn1	-0.3
Cc1cc(C(C)(C)C)ccc1OCCCCN1CCCC1	0.2
Cc1ccc(SCc2cc(=O)[nH]c(Nc3nc(C)c4ccccc4n3)n2)cc1	0.0
CCOC(=O)/C(=N/Nc1ccc(Cl)cc1)Sc1nnnn1-c1ccc(C)cc1	-0.5
CCOC(=O)CSc1nnc(NC(=O)c2cccc([N+](=O)[O-])c2)s1	-0.1
O=C(CN1C(=O)C2C3CC(C(Br)C3Br)C2C1=O)N1CCOCC1 (stereo unspecified)	4.4
NS(=O)(=O)c1ccc(CCNC(=S)Nc2ccccc2)cc1	1.6
O=C(NCc1cc(C(F)(F)F)cc(C(F)(F)F)c1)C1CC(c2ccccc2C(F)(F)F)=NO1 (stereo unspecified)	0.2
C[C@H](CO)N1C[C@H](C)[C@H](CN(C)Cc2ccc(-c3ccccc3)cc2)Oc2c(NC(=O)Nc3cccc4ccccc34)cccc2C1=O	-12
CCc1nnc(NS(=O)(=O)c2ccc(N=Cc3c(C)[nH]n(-c4ccc(Cl)cc4)c3=O)cc2)s1	-0.1
CCCc1nc2c([nH]1)C(c1cccnc1)C(C#N)=C(N)O2 (stereo unspecified)	-0.5
O=C(CSc1nnnn1-c1ccc(Cl)cc1)NNC(=O)c1ccc([N+](=O)[O-])cc1	-0.2
CC(C)(C)NC(=O)c1cc(Cl)ccc1[N+](=O)[O-]	-0.7
C[C@@H]1CN([C@H](C)CO)C(=O)c2cc(NC(=O)C3CCCCC3)ccc2O[C@H]1CN(C)Cc1ccc(Oc2ccccc2)cc1	-0.3
CC(C)OCCCNC(=O)c1cc(Sc2ccc(F)cc2)nc2ccccc12	-0.9
CCc1ccc(NC(=O)C2CC(=O)Nc3ncnn32)cc1 (stereo unspecified)	-0.3
O=C(/C=C/c1ccc(Cl)cc1)N(Cc1ccccc1)C1CCS(=O)(=O)C1 (stereo unspecified)	-0.2
COc1ccc(N2C(=O)CSC2c2cccs2)cc1 (stereo unspecified)	-0.2
CCC(CC)NC(=O)c1oc2ccccc2c1COc1ccccc1	1.1
COc1ccc(Cl)cc1NC(=O)CN1CCC(n2nnc3cc(C)ccc32)CC1	-0.7
Cc1c(N=C2NC(=O)/C(=C/c3ccc(O)cc3)S2)c(=O)n(-c2ccccc2)n1C	-0.2
CCN(NC(=O)C(O)(c1ccccc1)c1ccccc1)C(=O)c1ccccc1	0.8
CCNc1nc(NCC)n2c(SCC(=O)Nc3ccccc3[N+](=O)[O-])nnc2n1	-2.6
CN(Cc1ccccc1)C(=O)c1ccc2c(c1)OCO2	0.4
O=C(Nc1ccccc1Br)c1ccccc1-c1ccccc1	4.0
O=C(C1=NN[C@@H]2C(=O)N(c3cccc(C(F)(F)F)c3)C(=O)[C@H]12)c1ccc2ccccc2n1	-0.3
O=C(Nc1ccc(Cl)c(Cl)c1)c1cccc(S(=O)(=O)NCc2cccnc2)c1	0.2
CCn1c(CCNC(=O)c2cccs2)nnc1SCC(=O)Nc1cccc(Cl)c1	-0.3
